PP5 inh: PP5 phosphatase inhibitors, primary screen, biochemical, fluorescence; AID 1987, 2009; inhibition, % at 6.7 µM; 320,000 tested, 0.18% active; purified PP5c, OMFP substrate fluorescence;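 active = inhibition above the campaign's mean inhibition across all tested compounds plus 3 SD, cut at about 9.5% in these data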;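 note: 0% = DMSO only and 100% = 100 µM cantharidin control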
Target sequence (P53041 whole entry, looked up): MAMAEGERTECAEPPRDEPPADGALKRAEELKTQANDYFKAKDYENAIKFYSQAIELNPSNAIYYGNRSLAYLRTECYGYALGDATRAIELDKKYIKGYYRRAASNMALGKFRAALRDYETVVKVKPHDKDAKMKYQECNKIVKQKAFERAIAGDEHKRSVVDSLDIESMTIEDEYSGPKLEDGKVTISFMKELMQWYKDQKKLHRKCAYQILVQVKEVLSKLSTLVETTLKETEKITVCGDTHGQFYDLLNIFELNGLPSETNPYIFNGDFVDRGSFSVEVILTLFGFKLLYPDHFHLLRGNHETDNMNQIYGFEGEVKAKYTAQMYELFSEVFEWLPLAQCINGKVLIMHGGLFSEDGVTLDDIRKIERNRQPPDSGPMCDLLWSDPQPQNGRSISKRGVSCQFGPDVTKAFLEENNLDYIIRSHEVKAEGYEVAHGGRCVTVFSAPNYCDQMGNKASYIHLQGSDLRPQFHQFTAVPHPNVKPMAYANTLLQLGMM
core dimer inh: inhibitors of HCV core protein dimerization, primary screen, biochemical, TR-FRET, high-throughput; TR-FRET GST/Flag-core106 dimerization, 1536-well; inhibition, % at 5 µM; 300,000 tested, 0.33% active; AID 1899, 2009;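 active = inhibition above the mean of all tested compounds plus 3 SD, set per screening campaign, cut at about 45% in these data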
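Assay system – GST-tagged and Flag-tagged HCV core protein residues 1-106 · Quantity – core106 proteins, GST 13.5 nM and Flag 17 nM · Benchmarks – unlabelled core106 and no-GST-core106 wells · Read-out basis – percent inhibition of core106 dimerization signal · Detection – time-resolved FRET, ex 340 nm, em 617 and 671 nm · Schedule – 4 h at 22.5 °C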
VLA-4 inh: inhibition in human VLA-4 binding assay, primary screen, VLA-4 allosteric modulator project, MLPCN library, flow cytometry, VLA-4 expressing cells | AID 2557, 2010 | Integrin alpha-4 (Homo sapiens), P13612 | inhibition, % (about 7 µM as worked out from the volumes in the protocol) | 330,000 tested, 0.2% active | ligand binding flow cytometry; in the data active = inhibition above about 50%
procasp3 activ: activators of human procaspase-3 D3A mutant, primary screen, biochemical, absorbance, PC-3 D3A mutant, single concentration | Caspase-3 (Homo sapiens), P42574 | recombinant procaspase-3 D3A, Ac-DEVD-pNA absorbance 405 nm | activation, % at 8.5 µM | 330,000 tested, 0.11% active | AID 463141, 2010;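 active = activation above the mean of all tested compounds plus 3 SD, cut at about 21% in these data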;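 note: 0% = DMSO alone and 100% = DMSO wells spiked with extra 5 µM PC-3 D3A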
Target sequence (P42574 whole entry D9A/D28A/D175A): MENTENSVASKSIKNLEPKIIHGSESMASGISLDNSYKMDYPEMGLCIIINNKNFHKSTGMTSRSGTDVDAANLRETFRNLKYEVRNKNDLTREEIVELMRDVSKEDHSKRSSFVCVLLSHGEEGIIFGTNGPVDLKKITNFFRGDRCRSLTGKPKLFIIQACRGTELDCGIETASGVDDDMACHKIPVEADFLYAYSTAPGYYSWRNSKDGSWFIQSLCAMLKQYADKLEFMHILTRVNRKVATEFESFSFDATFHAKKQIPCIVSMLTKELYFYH
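Assay system: Procaspase-3 D3A mutant, all three cleavage aspartates alanine. Buffer or medium: Zinc-free HEPES saline buffer with Triton X-100. Times: 1 h compound preincubation, 2 h substrate hydrolysis at 25 °C. Measured by: 405 nm absorbance of p-nitroaniline, reads at 0 and 120 min. Read-out basis: percent activation relative to control range. Replicates: singlicate.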
GASC-1 inh: inhibitors of GASC-1 histone demethylase, primary screen, biochemical, fluorescence, DELFIA europium | GST-JMJD2C(1-420) H3K9me3 demethylation | inhibition, % at 2.35 µM | 330,000 tested, 0.069% active | AID 2099, 2009;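 active = more than half of a compound's replicate wells show inhibition beyond 50%, single wells judged on their own value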;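 note: signal counts dimethyl H3K9 product captured on neutravidin plate; 0% = median of DMSO wells and 100% = 0.3 times that DMSO median; strong numbers were not always called active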
proCasp7 act: procaspase-7 activators, primary screen, counter-screen for procaspase-3 activator project, biochemical, absorbance, HTS, human | Caspase-7 (Homo sapiens), P55210 | recombinant procaspase-7, Ac-DEVD-pNA absorbance 405 nm; D23A/D198A/D206A triple mutant, cannot self-cleave; scale: DMSO 0, 5 µM enzyme 100 | activation, % at 8.5 µM | 330,000 tested, 0.093% active | AID 463210, 2010;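 active = percent activation above the screen-wide mean plus 3 SD, cut at about 25% in these data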
Target sequence (P55210 whole entry D23A/D198A/D206A): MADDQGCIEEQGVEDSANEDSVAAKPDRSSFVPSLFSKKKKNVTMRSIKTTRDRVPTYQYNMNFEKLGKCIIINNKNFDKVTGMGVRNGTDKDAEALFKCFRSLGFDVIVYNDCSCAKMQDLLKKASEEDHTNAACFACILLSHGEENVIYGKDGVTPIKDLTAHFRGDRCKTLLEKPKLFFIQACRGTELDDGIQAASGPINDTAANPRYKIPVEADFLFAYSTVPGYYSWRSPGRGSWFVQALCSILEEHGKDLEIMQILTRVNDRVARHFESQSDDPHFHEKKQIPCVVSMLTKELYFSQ
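buffer or medium = Zinc-free HEPES/NaCl buffer, pH 7.4 | material = Procaspase-7 triple mutant (PC-7 D3A) | input = 2 µM procaspase-7 mutant as dispensed | signal = Epi-absorbance of released pNA at 405 nm, two timepoints | timing = 1 h preincubation, 2 h reaction | replicates = singlicate compound testing | evaluation = % activation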
CTSL1 counter: Fasciola hepatica cathepsin L1 inhibitors, primary screen, counter-screen for PFM18AAP inhibitor project, biochemical, QFRET, fluorogenic peptide substrate. recombinant F. hepatica cathepsin L1, Z-Leu-Arg-MCA fluorescence. 300,000 tested, 0.49% active. inhibition, % at 5.96 µM;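 active = inhibition above the mean of all tested compounds plus 3 SD, set per screening campaign, cut at about 17% in these data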;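 note: 0% = plate median of test compound wells and 100% = 1 µM Z-Phe-Ala-diazomethylketone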
PP1 inh: PP1-alpha phosphatase inhibitors, primary screen, counter-screen for PP5 inhibitor project, biochemical, fluorescence, OMFP substrate, single point. 320,000 tested, 0.9% active. purified PP1alpha. AID 2235, 2010. inhibition, % at 6.7 µM;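 active = inhibition above the mean inhibition of all tested compounds plus 3 SD, computed separately for each screening campaign, cut at about 15% in these data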
GRK2 inh: compounds blocking aptamer binding on GRK2 – biochemical, human GRK2, bead flow cytometry, HTS, primary screen. Beta-adrenergic receptor kinase 1 (Homo sapiens), P25098. FAM-aptamer displacement from GRK2. inhibition of aptamer binding, % at 10 µM. 330,000 tested, 0.59% active. AID 488847, 2010;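 active = inhibition of aptamer binding above 40%, roughly 3 SD of noise, on plates passing a quality check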;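 note: median bead fluorescence of bound FAM aptamer so fluorescent compounds give negative values; no value below 0 was filed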
* marks the source's active call; other numbers are inactive results; / = no result given.

Structure	PP5 inh	core dimer inh	VLA-4 inh	procasp3 activ	GASC-1 inh	proCasp7 act	CTSL1 counter	PP1 inh	GRK2 inh
COc1ccc(NC(=O)Nc2nnc(-c3ccccc3F)s2)cc1	-0.7	21	11	6	8	2	8	-3	0
CC(C)OC(=O)CSc1nnc(-c2cnccn2)n1C	2.8	-5	8	4	3	3	-1	-3	0
CC(C)S(=O)(=O)c1csc(NC(=O)Nc2ccc(Cl)cc2)c1Cl	1.1	1	2	5	-6	7	-3	-2	1
CC(Sc1nnc(Cc2ccccc2)o1)C(=O)NC1(C#N)CCCCC1 (configuration not stated)	/	/	14	0	-2	-6	/	/	4
O=C(NCc1ccc(N2CCCC2=O)cc1)Nc1cccc(Cl)c1	1.3	-1	-21	1	13	0	8	8	1
O=C(CCCN1C(=O)CCC1=O)Nc1ccc(Br)cc1F	1.7	-4	7	8	-8	-5	0	-7	3
O=[N+]([O-])c1ccc(/C=N/Nc2nc(-c3ccccc3)c3cc(Br)ccc3n2)o1	-1.2	8	-22	0	1	-3	1	-3	0
O=C(c1ccccc1[N+](=O)[O-])N1N=C(c2ccccc2)CC1(O)C(F)(F)F (configuration not stated)	1.4	8	7	0	8	7	-5	-3	2
CCO[C@H]1OC(C(=O)NCc2nc3ccccc3[nH]2)=C[C@@H](c2csc3ccccc23)[C@@H]1CCCO	1.8	0	/	1	2	-4	1	1	/
FC(F)(F)c1nnc2n1N=C(c1cccs1)CS2	0.8	-2	-4	4	-1	-4	-1	-2	0
COc1ccccc1CNC(=O)CN1c2cccc3cccc(c23)S1(=O)=O	0.3	/	17	1	22	5	/	4	3
C=CCn1c(NCc2ccc(OC)cc2)nc2ccccc21	-0.4	-1	6	-2	4	7	4	0	0
Cc1ccc(S(=O)(=O)NCCCNS(=O)(=O)c2ccccc2)cc1	-2.0	0	0	2	0	-9	-3	-3	0
Cc1nnc(SCC(=O)Nc2sc3c(c2C#N)CCCCC3)n1N	0.5	2	13	-5	0	4	0	-5	1
CC(C)C(=O)N1CCN(c2ccccc2NC(=S)NC(=O)/C=C/c2ccco2)CC1	/	/	-9	3	-1	-5	/	/	0
O=C(C1CCCO1)N1CCN(S(=O)(=O)c2ccccc2)CC1 (configuration not stated)	3.0	-2	13	7	-6	9	-2	-2	4
CC(C)N1CCCC(CNC(=O)CCc2nnc(CCCCc3ccccc3)o2)C1 (configuration not stated)	1.2	-2	3	0	-7	4	7	-2	5
O=C(NC1CCCCCC1)c1ccc(-n2cnnc2)cc1	2.8	-10	1	8	-2	8	-2	1	0
COc1ccc(Cc2nc(C(=O)Nc3ccc(Cl)cc3)cs2)cc1	2.4	8	5	-4	-8	-1	0	0	0
CCc1nnc(NC(=O)c2ccc(COc3ccccc3)o2)s1	-0.2	-2	12	1	0	6	4	0	0
CC(C)c1ccc(NC(=O)COC(=O)c2nn(C)c(=O)c3ccccc23)cc1	/	/	3	0	-1	4	/	/	4
CSc1ccccc1OCc1cc(C(=O)N(C)CC2COCCO2)no1 (configuration not stated)	0.1	15	2	0	0	-3	3	-3	28
C=CCN(CC=C)C(=O)COC(=O)c1n[nH]c2ccccc12	-0.1	1	7	-9	0	7	7	0	2
O=C(Nc1cccn(Cc2ccc(F)cc2)c1=O)NC1CCCCC1	0.4	1	2	0	-2	-6	-1	-1	0
Cc1cccc(N2CCN(C(=O)NCc3ccc(Cl)cc3)CC2)c1	4.2	-2	-7	2	1	5	-2	3	0
O=C(O)c1cccc(Cn2c(Cl)c(/C=N/NC(=O)c3cc4ccccc4cc3O)sc2=O)c1	-1.1	13	29	2	2	-5	1	8	3
Cc1ccc(C2=Nn3c(COc4ccc(Cl)cc4)nnc3SC2CC(=O)O)cc1 (configuration not stated)	-0.7	1	-12	-9	5	0	3	2	0
Cc1cc(/C=N/NC(N)=S)c(O)c(/C=N/NC(N)=S)c1	-7.0	-4	-7	-11	4	-32	19*	10	0
CSc1ccc(/C=N/N2CCN(c3ccccc3)CC2)cc1	-1.1	-4	-1	-1	-3	-1	-2	-9	0
C=CCNc1nc(-c2ccccn2)nnc1-c1ccccc1	0.2	-7	4	5	21	-4	2	3	3

As entered above.
Entry for Cc1ccc(C2=Nn3c(COc4ccc(Cl)cc4)nnc3SC2CC(=O)O)cc1 (configuration not stated) in GASC-1 inh: 5
Entry for Cc1cc(/C=N/NC(N)=S)c(O)c(/C=N/NC(N)=S)c1 in proCasp7 act: -32
Entry for Cc1nnc(SCC(=O)Nc2sc3c(c2C#N)CCCCC3)n1N in proCasp7 act: 4

2 compounds drawn at random from those above:
Structure	PP5 inh	core dimer inh	VLA-4 inh	procasp3 activ	GASC-1 inh	proCasp7 act	CTSL1 counter	PP1 inh	GRK2 inh
CC(C)S(=O)(=O)c1csc(NC(=O)Nc2ccc(Cl)cc2)c1Cl	1.1	1	2	5	-6	7	-3	-2	1
Cc1ccc(C2=Nn3c(COc4ccc(Cl)cc4)nnc3SC2CC(=O)O)cc1 (configuration not stated)	-0.7	1	-12	-9	5	0	3	2	0

More results
Structure	PP5 inh	core dimer inh	VLA-4 inh	procasp3 activ	GASC-1 inh	proCasp7 act	CTSL1 counter	PP1 inh	GRK2 inh
Cc1cc(NC(=O)CCC(=O)N(CC(=O)NCC2CCCO2)c2ccccc2C)no1 (configuration not stated)	0.8	-3	-14	7	-5	4	-1	-5	1
CCN(CC)S(=O)(=O)c1ccc(Br)c(OC)c1	-2.4	-1	-1	-1	-1	4	-1	3	0
Cc1cc(NC(=O)CCCn2nc([N+](=O)[O-])cc2C)no1	0.8	2	1	6	5	-3	2	-5	0
c1ccc(-c2nc(NCC3CCCO3)c3oc4ccccc4c3n2)cc1 (configuration not stated)	3.6	2	25	4	-1	8	-2	-3	1
COc1cccc(CNC(=O)C2CCC(CNc3nc(=S)[nH]c4ccccc34)CC2)c1 (configuration not stated)	-2.5	6	4	3	12	17	-3	-3	0
N#Cc1c(-c2ccccc2)cc(C2CC2)nc1N	1.4	0	7	-4	-5	7	3	-2	5
CC(=O)CCc1c(C)[nH]c2ccccc2c1=O	0.3	-1	8	11	0	6	1	1	1
O=C(Nc1cc(S(=O)(=O)N2CCOCC2)ccc1N1CCOCC1)c1ccc([N+](=O)[O-])s1	/	/	9	4	11	7	/	/	2
c1cc(CNCCCN2CCOCC2)ccn1	1.1	7	20	5	5	6	-2	-2	0
COc1ccccc1C1CC(=O)Nc2cc3c(cc21)OCCO3 (configuration not stated)	4.0	-1	9	-5	2	-5	-2	-4	1
O=C(NC1CCN(Cc2ccccc2)CC1)C12CC3CC(CC(C3)C1)C2	-0.5	0	9	10	2	4	-1	-1	0
O=S(=O)(c1ccc2nnn(O)c2c1)N1CCCCC1	0.0	-1	1	15	-20	-8	-1	-3	0
O=C(C1CCCO1)N1CCN(C(=S)Nc2ccccc2C(F)(F)F)CC1 (configuration not stated)	0.1	-5	13	-7	-7	-15	-7	-1	0
CCn1c(SCC(=O)NCc2ccco2)nc2ccccc2c1=O	0.4	-3	4	10	8	-6	4	-2	8
CCN(c1ccccc1)S(=O)(=O)c1cc([N+](=O)[O-])ccc1N	2.0	0	9	-1	10	-3	3	-1	4
Cc1nn(C)cc1S(=O)(=O)N1CCN(c2ccccc2)CC1	5.1	-16	5	-3	14	-3	4	5	4
CC(=O)Nc1ccc(/C=C(\C#N)C(N)=O)cc1	0.9	1	-1	-3	-3	4	1	1	1
CC1COC(Cn2c3ccccc3c3ccccc32)O1 (configuration not stated)	-0.2	-1	2	3	2	0	-3	-3	0
CC(NS(=O)(=O)c1ccccc1)C(=O)NCc1ccco1 (configuration not stated)	6.3	4	7	-9	0	-24	4	-4	40
CC1C(=O)Nc2ccc(S(=O)(=O)N3CCN(c4ccccc4F)CC3)cc2NC1=O (configuration not stated)	-1.6	-2	13	7	1	7	-1	4	0
CC(C)C1O/C(=N/C(=O)Nc2ccc(Cl)c(Cl)c2)NC1=O (configuration not stated)	3.9	-8	1	6	-6	11	-1	1	9
Cc1cc(=O)[nH]c(SCc2cccc3cccnc23)n1	-0.2	-1	-3	5	-1	7	-5	1	2
Cc1ccc(S(=O)(=O)N2CCN(S(=O)(=O)c3ccc(C)cc3)C2c2ccccc2)cc1	1.8	2	8	-9	0	-3	-1	0	0
Cc1nnc2n1N=C(c1ccc(F)cc1F)CS2	1.8	/	7	9	2	3	/	-4	2
O=C1CC(Nc2ccc3ccccc3c2)C(=O)N1Cc1ccccc1 (configuration not stated)	2.2	-6	-2	3	12	-7	1	3	0
CCN1CCC2(CCN(Cc3cn[nH]c3-c3ccc(OC)c(F)c3)C2)C1 (configuration not stated)	0.8	-1	2	1	9	11	0	-3	0
CC(C)n1ncc2c(C(=O)Nc3ccc(S(N)(=O)=O)cc3)cc(C3CC3)nc21	1.4	/	20	7	-9	-3	/	4	35
O=[N+]([O-])c1cccc(S(=O)(=O)N2CCCC2)c1	2.1	2	8	-5	2	3	0	-3	0
CCOC(=O)N1CCN(S(=O)(=O)c2ccc(C(=O)Nc3nnc(C4CC4)o3)cc2)CC1	-0.8	-6	-3	3	-2	-8	0	14	1
Cc1ccc(C)c(-c2nnc(OCC(=O)Nc3cc(C)on3)c3ccccc23)c1	2.2	13	6	-12	-2	-6	4	3	0
O=C(Nc1ccccc1)c1ccc(-c2ccccc2)s1	-3.0	-24	17	3	0	9	3	-1	1
CCCSc1nc2c(c(=O)n1-c1ccc(OCC)cc1)SCC2	-2.1	16	-5	4	34	5	3	-8	1
COc1nc(C)cc(C)c1S(=O)(=O)c1ccc(Cl)cc1	0.9	9	11	-1	-4	-4	-6	0	0
Cc1cccc(NC(=O)C2CCN(S(=O)(=O)c3ccc4c(c3)C(C)(C)C(=O)N4C)CC2)c1C	1.7	0	43	7	-13	3	-3	-1	1
O=C(Nc1ccc(-c2ccc(N3CCCCC3)nn2)cc1)c1ccco1	0.5	24	-18	8	-16	-4	5	3	0
O=Cc1cccc(OCc2cccc3ccccc23)c1	2.3	18	3	-2	-37	10	-3	0	0
COC(=O)Nc1ccc(SCC(=O)c2ccccc2)cc1	0.7	10	-17	-3	6	-5	0	-4	2
S=c1[nH]nc(-c2ccc(Cl)cc2Cl)n1-c1ccccc1	0.5	-8	15	-13	-18	-9	-6	-2	0

High-throughput results (PubChem BioAssay)
